# TDP-43 yeast inh = TDP-43 toxicity inhibition in yeast; 410,000 compounds, 1.8% hits; AID 652104; Potency, µM (titrated, usually from 46.1 µM), without a hit: top-dose growth rescue (activation), usual class: activators; TDP-43 expressing yeast growth rescue, BacTiter-Glo, 24 h; further: % of control where 0% means no effect; nearly all actives have a fitted effect of over 50% in size
#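 Yeast cells expressing TDP-43 under galactose induction are exposed to compounds for 24 hr at 30 deg C. BacTiter-Glo luminescence measures growth, so protective compounds score as activators.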
# GLP1R ag = activates the human GLP-1 receptor | P43220 | HEK293 GLP-1R CRE-luciferase, luminescence, 4-6 h; cells express a hypersensitive GLP-1R form | Potency, µM (titrated, usually from 45.6 µM), without a hit: at the top dose activation, hits mostly activators | 380,000 compounds, 0.007% hits | AID 624172; further: % of control where 0% means no effect
# Target sequence (P43220 whole entry, looked up): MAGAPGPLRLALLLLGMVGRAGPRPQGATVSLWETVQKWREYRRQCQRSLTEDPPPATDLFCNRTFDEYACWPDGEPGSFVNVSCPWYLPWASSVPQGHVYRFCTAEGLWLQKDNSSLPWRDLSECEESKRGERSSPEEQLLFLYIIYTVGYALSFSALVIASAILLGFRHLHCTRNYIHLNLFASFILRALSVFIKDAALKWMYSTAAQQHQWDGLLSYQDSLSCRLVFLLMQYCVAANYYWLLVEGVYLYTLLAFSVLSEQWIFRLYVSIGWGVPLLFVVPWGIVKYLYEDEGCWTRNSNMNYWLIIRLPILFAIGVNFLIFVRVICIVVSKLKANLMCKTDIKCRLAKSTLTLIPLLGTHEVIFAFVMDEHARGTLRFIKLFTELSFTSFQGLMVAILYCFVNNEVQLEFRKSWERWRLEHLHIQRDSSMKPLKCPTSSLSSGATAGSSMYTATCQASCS
# HEK293 tox = cytotoxicity in counter-screen for GLP-1R inverse agonists; HEK293 cAMP-luciferase reporter cells, luminescence, 24 h; 410,000 compounds, 0.13% hits; Potency, µM (top dose mostly 38.3 µM), for inactives: at the highest dose activity change, negative = inhibition, actives largely listed as inhibitors;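 further: loss of luciferase light is scored as toxicity; on the % scale 0 is the no-effect control and ±100 the full control effect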
#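 1536-well qHTS counterscreen of the MLSMR; 200 cells/uL, 12 h pre-incubation, 23 nL cpd, 24 h at 37 deg C 5% CO2, luciferase detection reagent, 12 min RT, luminescence. Inhibition = undesired.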
# HT1080NT lethal = kills 2HG-producing HT-1080-NT fibrosarcoma cells | HT-1080-NT fibrosarcoma viability, CellTiter-Glo ATP luminescence, 48 h | Potency, µM (doses to about 46.1 µM), without a hit: top-dose activity, negative = less viability, usual class: cytotoxic | 360,000 compounds, 1.6% hits | AID 686970;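 further: NT is the 2HG producing partner of a matched IDH1 knockdown line; 0% = DMSO-treated cells and -100% = media-only wells without cells; nearly all actives have a fitted effect of over 55% in size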
#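 Fibrosarcoma NT cells, 750 per well in 5% FBS RPMI, were exposed to compound for 48 hours. Viability: CellTiter-Glo luminescence.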
# HT1080 IDH1KD tx = HT-1080 IDH1 knockdown cell toxicity (counter line); 360,000 compounds, 2% hits; Potency, µM (doses to about 46.1 µM), for inactives: top-dose activity, negative = toxicity, actives largely listed as cytotoxic; HT-1080 IDH1 knockdown viability, ATP luminescence, 48 h;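 further: 0% = DMSO wells and -100% = cell-free medium wells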
#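 Luminescent ATP read-out (CellTiter-Glo, 10 min at room temperature) after 48 h compound exposure at 37 °C gave viability of IDH1-knockdown HT-1080 cells. Activity was normalised to DMSO and cell-free wells, then fitted as concentration-response curves.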
# KB-V1 cytotox = KB-V1 MDR subline cytotoxicity. KB-V1 MDR cells viability, CellTiter-Glo, 72 h. Potency, µM (titrated, usually from 46.1 µM), for inactives: at the top dose activity change, negative = cytotoxicity, hits mostly cytotoxic. 400,000 compounds, 3.4% hits. AID 1347076; further: on the % scale 0 is the no-effect control and ±100 the full control effect; nearly all actives have a fitted effect of over 60% in size
#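 Readout: CellTiter-Glo luminescence, 10 min after addition. Cells: KB-V1 MDR subline, 72 h at 37 degrees C with compound. Analysis: corrected, normalized data fitted to concentration-effect curves.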
# SW480 rereplic = DNA re-replication induction in SW480 cells. 340,000 compounds, 1.8% hits. SW480 DNA re-replication, Hoechst DNA content imaging, 48 h. Potency, µM (titrated, usually from 46.1 µM), for inactives: at the top dose re-replication activation, usual class: activators; further: % of control where 0% means no effect; nearly all actives have a fitted effect of over 55% in size
#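 Image-based read-out: total Hoechst fluorescence of nuclei (405 nm excitation, 500-530 nm emission), with hits raising the fraction of high-intensity nuclei. SW480 colon cells incubated 48 hr with compounds at 37 C.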
# GLP-1R inv ag = acts as inverse agonist at human GLP-1 receptor. 410,000 compounds, 1.6% hits. P43220. HEK293 GLP-1R CRE-luciferase, luminescence, 24 h; GLP-1R form is constitutively active. Potency, µM (doses to about 38.3 µM), inactives show at the top dose activity change, negative = inhibition, actives largely listed as inhibitors; further: on the % scale 0 is the no-effect control and ±100 the full control effect; nearly all actives have a fitted effect of over 55% in size
#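 Inverse agonists were sought by their lowering of basal cAMP reporter luciferase output in HEK293 cells stably carrying constitutively active human GLP-1R, after 24 h compound treatment.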
# KB-3-1 cytotox = kills parental KB-3-1 adenocarcinoma cells | KB-3-1 viability, CellTiter-Glo ATP luminescence, 72 h | Potency, µM (series often up to 46.1 µM), for the others: at the highest dose activity change, negative = cytotoxic, most hits filed as cytotoxic | 400,000 compounds, 1.4% hits | AID 1347075; further: on the % scale 0 is the no-effect control and ±100 the full control effect; nearly all actives have a fitted effect of over 60% in size
#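 KB-3-1 parental drug-naive adenocarcinoma cells in DMEM/10% FBS, incubated 72 h at 37 C with pin-transferred compounds across a concentration series. Viability by CellTiter-Glo luminescence; concentration-response curves fitted after normalization.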
# Numbers without * were called inactive; ? = inconclusive; · = not tested or not shown; [ ] = dose if it differs, or a comment. The call rests on the fitted dose curve; in most records, active means well fitted curve in the direction sought with a large enough effect; inconclusive means small, poorly fitted or top-dose-only effect, or another doubt; inactive means no such curve, though single readings can be large; an effect the other way counts as inactive or inconclusive. Potency means the concentration at half of the fitted maximal effect.
# The first five records, ahead of the listing:
entry	molecule	TDP-43 yeast inh	GLP1R ag	HEK293 tox	HT1080NT lethal	HT1080 IDH1KD tx	KB-V1 cytotox	SW480 rereplic	GLP-1R inv ag	KB-3-1 cytotox
1	CCN(CC)C(=O)c1n[nH]c(=O)c2ccccc12	-8%	6%	6%	19%	9%	-18%	6%	-1%	-2%
2	CC(C(=O)Nc1ccc(Cl)cc1Cl)N1C(=O)NC2(CCCCCCC2)C1=O (configuration not stated)	0%	3%	-11%	-1%	-7%	-15%	-11%	?	10%
3	COC(=O)c1ccc(CSc2nnc(N)s2)cc1	10%	-1%	-7%	0%	7%	-5%	1%	6%	2%
4	O=C(Nc1nccs1)OCc1ccccc1	19%	15%	-15%	5%	10%	0%	-33%[inhibitor]	21%	-11%
5	CCOC(=O)c1cccc(NC(=O)CSc2nnc(C)n2Cc2ccccc2)c1	-12%	3%	-15%	?	-14%	-17%	1%	-12%	-10%

# All compounds of this part, from the first entry:
entry	molecule	TDP-43 yeast inh	GLP1R ag	HEK293 tox	HT1080NT lethal	HT1080 IDH1KD tx	KB-V1 cytotox	SW480 rereplic	GLP-1R inv ag	KB-3-1 cytotox
1	CCN(CC)C(=O)c1n[nH]c(=O)c2ccccc12	-8%	6%	6%	19%	9%	-18%	6%	-1%	-2%
2	CC(C(=O)Nc1ccc(Cl)cc1Cl)N1C(=O)NC2(CCCCCCC2)C1=O (configuration not stated)	0%	3%	-11%	-1%	-7%	-15%	-11%	?	10%
3	COC(=O)c1ccc(CSc2nnc(N)s2)cc1	10%	-1%	-7%	0%	7%	-5%	1%	6%	2%
4	O=C(Nc1nccs1)OCc1ccccc1	19%	15%	-15%	5%	10%	0%	-33%[inhibitor]	21%	-11%
5	CCOC(=O)c1cccc(NC(=O)CSc2nnc(C)n2Cc2ccccc2)c1	-12%	3%	-15%	?	-14%	-17%	1%	-12%	-10%
6	CCn1cc(S(=O)(=O)c2ccc(C)cc2)[nH]c1=O	1%	5%	-3%	9%	7%	5%	-114%[inhibitor]	14%	10%
7	O=C(NCCn1cccc1)c1cccc2ccccc12	17%	-2%	6%	2%	6%	-16%	-2%	19%	7%
8	O=C(NC(=S)NCC1CCCO1)c1ccc(Cl)cc1 (configuration not stated)	20%	1%	-4%	16%	11%	?	-7%	9%	-6%
9	COc1ccccc1NC(=O)Nc1ccccc1C(N)=O	-1%	11%	-2%	15%	6%	0%	-195%[inhibitor]	11%	-1%
10	Nc1nnc(Cc2cccc(Br)c2)s1	19%	7%	-3%	14%	0%	0%	-5%	7%	-3%
11	Cc1ccc(NC(=O)CN2C(=O)NC3(CCc4ccccc43)C2=O)cc1 (configuration not stated)	-14%	3%	0%	-2%	-11%	5%	-14%	-16%	-8%
12	COc1ccc(CCC(=O)Nc2sc(C(=O)N(C)C)c(C)c2C#N)cc1	9%	6%	1%	-2%	1%	·	4%	12%	·
13	COc1ccc(C)cc1Nc1nc(C)nc2sc(C)cc12	8%	26%	-23%	?	-29%	?	?	?	?
14	CC(C)CCN1C(=O)c2ccc(C(=O)NCc3ccco3)cc2C1=O	?	1%	1%	3%	5%	0%	1%	13%	11%
15	Cc1cccc(Oc2ccc(N)cc2)c1	14%	11%	11%	-5%	-4%	3%	5%	0%	1%
16	O=C(CSc1nc2c(c(=O)n1-c1ccc(Cl)cc1)SCC2)N1CCCC1	7%	-9%	-9%	-1%	4%	19%	-1%	3%	8%
17	Cc1[nH]c2ccccc2c1-c1nc2ccccc2[nH]1	8%	20%	-6%	-15%	?	-1%	-3%	-15%	-1%
18	Cn1c(=O)n(CCC(=O)O)c2ccccc21	11%	-2%	76%[activator]	-2%	5%	8%	-6%	3%	8%
19	CCCn1nnc(NC(=O)C(C)C)n1	14%	5%	-20%	3%	12%	15%	-29%	16%	3%
20	c1ccc(-c2nc(N3CCN(c4ccccc4)CC3)nc(-n3ccnc3)n2)cc1	?	4%	?	11µM*	?	23µM*	?	?	?
21	O=C1Nc2c(Br)cccc2C1=O	1%	-3%	-5%	-2%	-6%	0%	?	8%	0%
22	O=C(COc1ccc(S(=O)(=O)N2CCOCC2)cc1)NCC1CCCO1 (configuration not stated)	7%	-6%	15%	-1%	-9%	?	1%	6%	16%
23	O=C(CN(c1ccccc1Cl)S(=O)(=O)c1ccccc1)NC1CC2CCC1C2 (configuration not stated)	2%	2%	-23%	-6%	-22%	?	·	?	-5%
24	Cc1nc(-c2cccc(S(=O)(=O)N3CCC(C)CC3)c2)cs1	2%	2%	-12%	-3%	-2%	-22%	-3%	?	0%
25	Cc1nn(Cc2ccc(C(=O)N3N=C(C(F)F)CC3(O)C(F)F)o2)c(C)c1[N+](=O)[O-] (configuration not stated)	16%	4%	-11%	-12%	-15%	?	0%	1%	4%
26	Cc1cc(=O)oc2cc(OCC(=O)Nc3nccs3)ccc12	20%	-6%	21%	17%	11%	-2%	3%	22%	4%
27	Cc1c(C(=O)Nc2ccccc2Cl)oc2ccc(S(=O)(=O)N3CCC4(CC3)OCCO4)cc12	-10%	10%	-26%	2%	2%	-6%	-7%	-6%	0%
28	COc1cc(O)c(C(CCN2CCOCC2)c2ccc3c(c2)OCO3)c(OC)c1 (configuration not stated)	2%	13%	2%	1%	4%	-4%	-5%	4%	3%
29	O=C(/C=C/Nc1ccc(F)cc1)c1ccc(Oc2ncccn2)cc1	-41%[inhibitor]	-7%	9%	29%	16%	5%	-2%	22%	5%
30	CC(OC(=O)CN1C(=O)NC2(CCCC2)C1=O)C(=O)Nc1cccc(Cl)c1 (configuration not stated)	-2%	0%	3%	6%	0%	-1%	1%	-23%	7%
31	CSC(=NC(C)c1ccccc1)NS(=O)(=O)c1cccs1 (configuration not stated)	?	24%	6%	-3%	-6%	23µM*	-45%[inhibitor]	11%	?
32	CN(CC(=O)Nc1cccc(C(F)(F)F)c1)S(=O)(=O)c1cccs1	?	1%	-5%	·	·	7%	·	-22%	1%
33	COCc1ccc(-c2c(-c3ccccc3OC)sc3cc4c(cc23)OCO4)cc1	21%	2%	3%	6%	3%	-15%	-5%[9.22 µM]	?	-2%
34	COc1ccccc1C(=O)NCCCNc1ccc([N+](=O)[O-])cc1	12%	-7%	4%	17%	14%	-2%	-4%	29%	-2%
35	CCN(CC)CCNC(=O)C(Cl)=C1C(Cl)=C(Cl)C(Cl)=C1Cl	23%	8%	?	-24%	?	?	12µM*	-39%	?
36	CCN(CC(=O)NCc1cccs1)C(=O)c1cccc(Cl)c1	0%	1%	4%	3%	-7%	3%	6%	-14%	2%
37	O=C(CCCn1c(SCC(=O)c2ccc(O)c(O)c2)nc2ccccc2c1=O)NCC1CCCO1 (configuration not stated)	-9%	0%	?	-5%	?	10%	12%	36%[activator]	-20%
38	COc1ccc(C)cc1S(=O)(=O)N(CC(=O)Nc1cc([N+](=O)[O-])ccc1C)c1ccc(C)c(C)c1	6%	-3%	-2%	-8%	-5%	0%	?	-12%	0%
39	CCOc1ccc(CN2CCN(Cc3cnn(CC)c3C)CC2CCO)cc1 (configuration not stated)	11%	11%	-16%	0%	2%	-10%	2%	-18%	1%
40	O=C(Nc1ccccc1C(=O)O)c1ccc(NC(=O)C2CCCO2)cc1 (configuration not stated)	-19%	1%	16%	-1%	1%	0%	-2%	2%	-5%
41	O=S(=O)(c1ccc2c(c1)OCCO2)N1CCN(c2ncnc3sccc23)CC1	22%	?	-1%	-24%	?	-23%	?	2%	?
42	CC(C)C(=O)N1CCCC1(C)C(=O)Nc1ccc2c(c1)OCO2 (configuration not stated)	4%	-4%	-7%	25%	0%	5%	·	24%	0%

# 2 of the compounds above, as labelled records:
42) CC(C)C(=O)N1CCCC1(C)C(=O)Nc1ccc2c(c1)OCO2 (configuration not stated)
  TDP-43 yeast inh: 4%	GLP1R ag: -4%	HEK293 tox: -7%	HT1080NT lethal: 25%	HT1080 IDH1KD tx: 0%	KB-V1 cytotox: 5%	SW480 rereplic: ·	GLP-1R inv ag: 24%	KB-3-1 cytotox: 0%
37) O=C(CCCn1c(SCC(=O)c2ccc(O)c(O)c2)nc2ccccc2c1=O)NCC1CCCO1 (configuration not stated)
  TDP-43 yeast inh: -9%	GLP1R ag: 0%	HEK293 tox: ?	HT1080NT lethal: -5%	HT1080 IDH1KD tx: ?	KB-V1 cytotox: 10%	SW480 rereplic: 12%	GLP-1R inv ag: 36%[activator]	KB-3-1 cytotox: -20%
